Screens: PubChem, several laboratories
ERa coact inh: blocks coactivator binding to human estrogen receptor alpha; P03372; TR-FRET ER-alpha LBD / SRC-1 peptide, estradiol-bound; inhibition, % at 25.6 µM; 86,000 compounds, 1.7% hits; in the data active = inhibition above about 50%;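 note: 0% = receptor plus peptide control and 100% = peptide only without receptor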
H69AR inhibit: growth inhibitors of human H69AR lung tumor cells; viability, % at 10 µM; H69AR lung tumor viability, ATP luminescence, 72 h; active compounds read low; 85,000 compounds, 6% hits; AID 598;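 active = viability at or below 40%; inactive = viability above 40%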;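 note: multidrug resistant small cell line overexpressing MRP-1 efflux transporter; 100% = mean luminescence of untreated control wells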
Smad3 FoxH1 inh: inhibitors of human Smad3 transcription factor binding; P84022; TR-FRET Smad3/Dy647-FoxH1 peptide binding, europium anti-His; inhibition, % at 25 µM; 88,000 compounds, 0.29% hits;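 active = compounds that reduce the energy-transfer binding signal between the protein and its labelled peptide by more than half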;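 note: 0% = Smad3 plus labelled peptide maximal FRET and 100% = peptide-only background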
Lung fibro prol: blocks proliferation of human lung fibroblasts; LL 47 human lung fibroblast viability, ATP luminescence; active compounds read low; viability, % at 10 µM; 85,000 compounds, 1.1% hits; AID 719;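 active = viability at or below 50% in the single dose screen; inactive = viability above 50%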;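 note: compound exposure lasted 72 h before the ATP readout; 100% = median luminescence of untreated cell-only wells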
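Test system: LL 47 human lung fibroblasts / Quantity: 1,150 cells in each well / Medium: IMEM growth medium with 15% fetal bovine serum / Incubation: 72 h compound exposure at 37 °C after overnight plating / Detection: CellTiter-Glo luminescence measuring cellular ATP / Read-out: % viability versus median cells-only luminescence / Benchmarks: cell-only wells, no compound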
MT1-MMP txn act: MT1-MMP promoter transcription activation | HT1080 MT1-MMP promoter luciferase reporter, luminescence, overnight; active compounds read high | activation factor at 10 µM | 86,000 compounds, 0.16% hits | AID 750;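 active = activation factor of at least 2 for MT1-MMP transcription at 10 µM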
ERb SRC1 inh: blocks coactivator binding to human estrogen receptor beta; TR-FRET ER-beta LBD / SRC1-Cy5 peptide binding; receptor agonist-loaded with 1 µM estradiol; inhibition, % at 25.6 µM; 86,000 compounds, 1.3% hits; Q92731;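 active = compounds whose percent inhibition of the receptor-coactivator binding signal exceeds about 50% in the single-dose screen, limit read from the data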;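 note: 0% = receptor plus peptide wells without compound and 100% = peptide-only wells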
HUVEC inhibit: inhibitors of human endothelial cell proliferation; HUVEC proliferation, CellTiter-Glo luminescence, 72 h; active compounds read low; viability, % at 10 µM (by protocol); 86,000 compounds, 1.1% hits; AID 648;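 active = viability at or below 30%; inactive = viability above 30%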;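 note: 100% = median luminescence of DMSO-only cell control wells on each plate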
CD11b adhes enh: enhancers of human CD11b/CD18 binding to fibrinogen | P05107+P11215 | 93,000 compounds, 0.07% hits | AID 1499 | activation, % at 10 µM | K562 CD11b/CD18 adhesion to fibrinogen, ATPlite luminescence;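 active = 10 µM primary screen giving 50% or more activity, confirmed by 40% or more on retest at that dose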; note: strong numbers were not always called active; reference of the scale not given here
Target sequence (P05107 whole entry, looked up, other chains not shown): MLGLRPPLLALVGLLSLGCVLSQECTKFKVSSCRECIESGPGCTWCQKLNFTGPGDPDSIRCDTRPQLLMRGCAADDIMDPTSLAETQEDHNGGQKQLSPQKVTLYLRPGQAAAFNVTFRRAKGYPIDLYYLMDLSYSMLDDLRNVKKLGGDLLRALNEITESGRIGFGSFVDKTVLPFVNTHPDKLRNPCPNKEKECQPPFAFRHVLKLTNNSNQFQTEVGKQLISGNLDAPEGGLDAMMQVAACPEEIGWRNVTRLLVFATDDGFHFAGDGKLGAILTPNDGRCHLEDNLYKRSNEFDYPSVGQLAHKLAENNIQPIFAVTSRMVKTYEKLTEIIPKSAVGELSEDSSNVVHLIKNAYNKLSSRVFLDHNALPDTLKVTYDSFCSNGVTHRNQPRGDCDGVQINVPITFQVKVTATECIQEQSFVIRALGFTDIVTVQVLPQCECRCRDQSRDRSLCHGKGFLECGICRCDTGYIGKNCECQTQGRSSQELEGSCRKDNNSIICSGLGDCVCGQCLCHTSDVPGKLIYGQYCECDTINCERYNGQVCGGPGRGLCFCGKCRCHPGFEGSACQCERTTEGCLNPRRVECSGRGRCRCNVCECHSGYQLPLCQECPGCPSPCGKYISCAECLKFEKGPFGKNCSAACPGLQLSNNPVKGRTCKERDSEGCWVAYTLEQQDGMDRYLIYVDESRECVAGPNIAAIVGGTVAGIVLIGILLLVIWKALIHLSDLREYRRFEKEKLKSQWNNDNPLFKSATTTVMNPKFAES
ERa SRC1 pot: enhances coactivator binding to human estrogen receptor alpha; P03372; TR-FRET ERalpha-LBD/SRC-Cy5 coactivator binding, 2 h; 100 = basal binding, no effect; coactivator binding (% of control), % at 25.6 µM; 86,000 compounds, 1.3% hits; AID 639; in the data active = activity above about 200%;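 note: binding measured in presence of low estradiol as agonist stimulus; 0% = peptide alone without receptor and 100% = receptor with peptide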
Active calls of the source: *; x = not tested or not shown; [ ] = remark or other dose. These rows are one share of the data; count on the stated rates, not on these rows.

SMILES	ERa coact inh	H69AR inhibit	Smad3 FoxH1 inh	Lung fibro prol	MT1-MMP txn act	ERb SRC1 inh	HUVEC inhibit	CD11b adhes enh	ERa SRC1 pot
O=C(CCc1n[nH]c(=O)[nH]c1=O)N1CCCCC1	0	96	0	114	1.1	-2	96	1	107
CCOC(=O)c1c(C)n(CCNC(C)=O)c2ccc(O)cc12	8[fluorescence artefact?]	78	9	90	1.3	5[fluorescence artefact?]	95	0	118
COc1ccc(CNC(=O)c2cnc3scc(C)n3c2=O)cc1	-5	94	1	104	1.2	0	97	-6	106
CCn1c2ccccc2c2nnc(SCCCn3c(=O)[nH]c4ccccc43)nc21	9	23*	-2	93	1	1	59	0	93
COc1ccccc1-c1c(C)nn2c(N3CCC4(CC3)OCCO4)cc(C)nc12	-7	43	9	88	1	-7	97	5	115
CCCN1Cc2cccc(C(=O)Nc3ccc(CC)cc3)c2C1=O	20	89	1	101	1	-5	95	-1	111
Oc1ccccc1NCC(O)Cn1ccc2ccccc21 (centres undefined)	6	92	7	100	1.7	27[fluorescence artefact?]	42	7	102
Cc1cc(=O)oc(C)c1C(=O)NCCCN1CCN(c2ccccc2F)CC1	-8[fluorescence artefact?]	87	-13	91	1.1	-1[fluorescence artefact?]	85	1	94
COc1cccc(/C=C2\N=C(SC)SC2=O)c1OC	-2	86	3	98	1.2	2	94	0	108
CC(C)Nc1ncnc2c1cnn2-c1ccccc1	1	76	8	100	0.9	-2[fluorescence artefact?]	82	x	120[fluorescence artefact?]
O=C1CC(c2ccco2)=Nc2ccccc2N1	-4	97	-5	102	1.1	-11	100	x	106
CCOC(=O)c1ccccc1NS(=O)(=O)c1ccc(OC)cc1	-11	18*	3	63	1	-2	57	x	92
Cc1ccc(Cn2nnc3c(=O)n(CC(=O)N4CCCCC4)cnc32)cc1	1[fluorescence artefact?]	90	1	99	1.1	5[fluorescence artefact?]	101	2	100
O=C(CCCn1c(=S)[nH]c2cc3c(cc2c1=O)OCO3)N1CCN(c2ncccn2)CC1	19	89	2	95	1.1	-9	101	x	105
O=S(=O)(NCCc1ccccc1F)c1cccc(S(=O)(=O)N2CCOCC2)c1	-28	103	-9	103	1.1	-27	93	-1	169[fluorescence artefact?]
CC(=O)c1cccc(NC(=O)CN2C(=O)C3C4C=CC(C4)C3C2=O)c1 (centres undefined)	-1	94	3	97	1.1	3	97	-4	99
COc1cccc(C2C(C(=O)Nc3cccnc3)=C(C)Nc3nnnn32)c1OC (centres undefined)	0	87	-7	90	1.1	-12[fluorescence artefact?]	97	-4	101
O=c1oc(-c2cccc(S(=O)(=O)N3CCOCC3)c2)nc2ccccc12	4[fluorescence artefact?]	83	10	98	1.1	4[fluorescence artefact?]	91	-1	81[fluorescence artefact?]
O=C(O)c1ccc(C(=O)c2ccc3c(c2)C(=O)N(Cc2ccco2)C3=O)cc1	-5	92	-4	95	1	5	93	0	94
Cc1cc(NC(=O)CCC(=O)N(c2ccccc2)C(C(=O)NC2CCCC2)c2cccs2)no1 (centres undefined)	-2	94	-16	100	1.2	-4	92	0	107
O=C(COc1ccc(Cl)cc1)OCC(=O)N1CCCCCC1	3[fluorescence artefact?]	101	5	97	1.2	-4[fluorescence artefact?]	97	-6	114
Cc1cccc(NC(=O)CCn2nc(C)cc2C)c1	3[fluorescence artefact?]	98	11	108	1.1	-8[fluorescence artefact?]	100	2	93[fluorescence artefact?]
CC(C)OC(=O)c1c(NC(=O)c2ccco2)sc2c1CCCCC2	26	87	-6	90	1.3	11	108	1	83
CC1=C(C)NC(=S)SC1	-8	91	2	95	1.3	0	94	-4	101
CCOCCN1CCN(c2c(CC)c(C)nc3cc(-c4cc(OC)cc(OC)c4)nn23)CC1	-25	77	6	96	0.9	-26	82	x	104
CN1CCN(C(=S)Nc2ccc(Cl)cc2Cl)CC1	-10	111	6	99	1.1	-3	100	-2	119[fluorescence artefact?]
CCn1c(SCC(=O)N2CCN(c3ccccc3)CC2)nnc1-c1cc2cc(Cl)ccc2o1	6	52	-111	112	1.2	6	74	1	160
CCCc1ccccc1OCCNC(C)=O	2	86	5[fluorescence artefact?]	99	1.1	-1	95	2	114
CSC1=NC2C(N1)N(C)C(=O)N2C (centres undefined)	-5	89	-6	109	0.9	5	104	-4	110
CC1=C(C#N)C(=O)N(C)C(C)(C)C1	-2	90	3	106	1	-11	97	-4	111
COc1cc(-c2nnc(SCC(=O)OC3CCCCC3)o2)cc(OC)c1OC	-1	89	6	102	1.1	-1	81	-5	111
Cc1cc(C(=O)NCc2ccc(S(N)(=O)=O)cc2)c(C)o1	-3	88	13	96	1.1	0	95	4	125
O=C(NCc1ccco1)c1cccc2ccccc12	-1[fluorescence artefact?]	87	3	111	1	-5	107	1	60
CCCCC(=O)Nc1sc2c(c1C(N)=O)CCC2	-2	91	15[fluorescence artefact?]	96	1.6	-1	88	1	108
S=c1[nH]ncn1/N=C/c1ccccc1	-15[fluorescence artefact?]	97	-12	105	1.3	-14	96	3	68
Cc1ccc(CCSCC(=O)O)cn1	-4	97	-7	107	1.2	-2	107	-2	108
CC(NC(=O)c1ccccc1NS(C)(=O)=O)c1ccccc1 (centres undefined)	2[fluorescence artefact?]	89	4	109	1.2	-3	98	x	94
CCCN1CCC(N2CCN(c3cccc(C(F)(F)F)c3)CC2)CC1	-3	108	-4[fluorescence artefact?]	89	1.1	-3	77	-5	102
CC(C)CCN1C(=O)CCC1(C)C(=O)NC1CCCCCC1 (centres undefined)	0	99	-1	101	1	6	108	-3	103
CCOC(=O)C1CCN(C(=O)c2cccc(C(=O)N3CCC(C(=O)OCC)CC3)c2)CC1	3[fluorescence artefact?]	87	2	94	1.2	5	87	0	103
COc1ccc(S(=O)(=O)N(Cc2cccs2)C2CCCC2)cc1	-9	64	10	93	1	-6	100	4	195
CC(=O)N1CCN(S(=O)(=O)c2cccc(C(=O)Nc3ccc4c(c3)CCC4)c2)CC1	0	63	-11	95	1.2	-4	100	x	140
COc1ccc(C(=O)Nn2cc3c(c2-c2ccccc2)c(=O)n(C)c(=O)n3C)cc1	-45	81	7	90	1.2	-15	94	-3	102
Cn1c(SCc2ccc(Br)cc2)nnc1-c1cccs1	3	99	12[fluorescence artefact?]	110	1.7	10[fluorescence artefact?]	115	-3	92
N#Cc1c(NC(=O)c2cc(-n3cnnc3)ccc2Cl)sc2c1CCCC2	-8[fluorescence artefact?]	76	0	90	1.3	8	87	-4	119
CCCc1nc(SCC(=O)Nc2ccccc2)c2c(=O)n(C)c(=O)n(C)c2n1	-2[fluorescence artefact?]	42	-4	78	x	-7	42	1	98
COC(=O)c1ccc(CSc2nc3ccccc3c(=O)n2-c2ccccc2)o1	5	70	0	91	1	0	78	3	107
CCOc1ccc(OCc2ccc(C(=O)NCC3CCCO3)o2)cc1 (centres undefined)	-6	92	-7	101	1.3	10	40	-7	92
CCc1ccc(NC(=O)CN2CCc3ccccc3C2)cc1	-4	82	11	89	1.2	-6	105	-2	92
O=C(NCC1CCCO1)c1ccc2c(=O)n(Cc3ccco3)c(SCC(=O)N3CCCC3)nc2c1 (centres undefined)	12[fluorescence artefact?]	85	-6	117	1.1	2[fluorescence artefact?]	95	x	105

Reprinted at random: four records from the list.
SMILES	ERa coact inh	H69AR inhibit	Smad3 FoxH1 inh	Lung fibro prol	MT1-MMP txn act	ERb SRC1 inh	HUVEC inhibit	CD11b adhes enh	ERa SRC1 pot
O=S(=O)(NCCc1ccccc1F)c1cccc(S(=O)(=O)N2CCOCC2)c1	-28	103	-9	103	1.1	-27	93	-1	169[fluorescence artefact?]
Cc1cccc(NC(=O)CCn2nc(C)cc2C)c1	3[fluorescence artefact?]	98	11	108	1.1	-8[fluorescence artefact?]	100	2	93[fluorescence artefact?]
O=C(CCc1n[nH]c(=O)[nH]c1=O)N1CCCCC1	0	96	0	114	1.1	-2	96	1	107
CC1=C(C)NC(=S)SC1	-8	91	2	95	1.3	0	94	-4	101

Later entries.
SMILES	ERa coact inh	H69AR inhibit	Smad3 FoxH1 inh	Lung fibro prol	MT1-MMP txn act	ERb SRC1 inh	HUVEC inhibit	CD11b adhes enh	ERa SRC1 pot
CCCCC(=O)NC(Nc1nc(C2CC2)cs1)(C(=O)OCC)C(F)(F)F (centres undefined)	-13	93	-2	95	1.2	-7	95	x	135
O=C(N1CCCCC1)C12CC3CC(C1)CC(C(=O)N1CCCCC1)(C3)C2	-8	102	-8	96	1.1	1	102	-4	114
COc1ccccc1N1CCN(C(=O)c2ccc(C(C)(C)C)cc2)CC1	6	76	-9	97	1.2	6	83	9	96
COC(=O)c1nc(NC(=O)c2ccc(Br)cc2)n[nH]1	-2	97	4	101	1.2	-8	91	-5	82
COc1ccc(-c2nc(N)n[nH]2)cc1OC	16	84	-5	110	1.1	31	90	5	83
COC(=O)CSc1nc(C2CC2)cc(C(F)(F)F)c1C#N	-6	93	6	103	1	-10	94	-2	103
CC1(C(=O)O)CCC(C(=O)Nc2ccc(S(N)(=O)=O)cc2)C1(C)C (centres undefined)	-3	94	-1	103	1	3[fluorescence artefact?]	96	6	94
CC(=O)Nc1ccc2c(c1)C(=O)N(c1ccc(C)cc1)C2=O	-15	96	-2	103	0.8	3	81	-6	93
CCOC(=O)C1=C(C)OC(N)=C(C#N)C1C1CCCCC1 (centres undefined)	9	61	-6	99	1.2	13[fluorescence artefact?]	73	-4	74
N#Cc1ccccc1NC(=O)Nc1cccc(Cl)c1	-2	94	-3	102	x	-4	87	2	109
CN(CC(=O)NCc1cccs1)S(=O)(=O)c1cccc2cccnc12	-2	101	-4	92	1.1	2	101	-2	109
COc1ccc(CCNc2oc(-c3ccc(C)cc3)nc2C#N)cc1OC	-4	87	9	113	1.1	0[fluorescence artefact?]	96	2	111
CC1(C)CC(=O)C(C=NCCN2CCN(C(=O)CC3CCCC3)CC2)=C(O)C1	-6	104	8	102	1.1	-5	100	-2	98
O=C(NCc1ccco1)C1CCN(c2ccc(N3CCOCC3)nn2)CC1	-3	84	4	100	1.1	-3	100	x	127[fluorescence artefact?]
O=c1n(-c2ccccc2)c(=O)n2n1CCCC2	-5	97	3	93	1.1	-6	104	-2	99[fluorescence artefact?]
COc1ccc(/C=C/C(=O)NNc2c(F)c(F)cc(F)c2F)cc1OC	-4	91	-4	94	1.1	-7	90	12	99
COc1cccc(C(c2sc3nc(C)nn3c2O)N2CCc3ccccc3C2)c1 (centres undefined)	5	85	9	98	1	-7[fluorescence artefact?]	98	-3	85[fluorescence artefact?]
CCCCC(=O)Nc1cccc(NC(=O)CC)c1	-4	93	-1	96	1	0	93	-3	105
CCCc1cc(N2CCCC(C(=O)Nc3c(OC)cccc3OC)C2)n2ncnc2n1 (centres undefined)	2	43	-11	92	1.1	22[fluorescence artefact?]	83	1	91
Cc1ccc(CNC(=O)c2cc3c(=O)n4cccc(C)c4nc3n(CC3CCCO3)c2=N)cc1 (centres undefined)	-9	45	6	100	1.3	-5[fluorescence artefact?]	86	2	112
COc1ccccc1-c1nc2n(n1)C(c1ccc(Cl)cc1)C(C(N)=O)=C(C)N2 (centres undefined)	23	82	-6	98	1.1	31	97	x	83[fluorescence artefact?]
CS(=O)(=O)CCC(C(=O)N1CCOCC1)N1C(=O)c2cc(Cl)c(Cl)cc2C1=O (centres undefined)	-2	95	0	98	1.2	1	87	x	64
CCOC(=O)c1cnc(SCC(=O)c2ccc(C)cc2)nc1N	-4	92	-3	100	1.3	-12	101	x	110
